# Source: PubChem
# Nrf2 ARE act = qHTS of Nrf2 Activators. AREc32 ARE-luciferase reporter (MCF7-derived line), luminescence, 24 h. Potency, µM (titrated, usually from 46.1 µM), without a hit: top-dose activation, actives largely listed as activators. 0.31% of 410,000 active. AID 624171, 2012; also: potency is read from the fitted curve at half-maximal effect; % of control where 0% means no effect; nearly all actives have a fitted effect of over 65% in size
#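 Each well held 1000 AREc32 cells, which were incubated with compound for 24 hr at 37 deg C after overnight attachment, and ARE reporter activity was quantified by firefly luciferase luminescence.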
# A549 viability = Nrf2 qHTS screen for inhibitors: counterscreen for cytotoxicity; A549 ARE-Fluc cells, CellTiter-Fluor viability, 18-24 h; 0.16% of 390,000 active; Potency, µM (series often up to 46 µM), inactives show at the top dose activity change, negative = cytotoxicity, most hits filed as inhibitors; also: potency is read from the fitted curve at half-maximal effect; % is scaled to controls: 0 for no effect and ±100 for the full control effect
#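 A549 ARE_Fluc cells in 5% FBS OPTI-MEM were exposed to compounds in concentration-response for 18-24 h at 37 deg C. Viability was read by CellTiter-Fluor fluorescence (Ex 405/Em 525) after 30 min, before the luciferase read.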
# TGFb SMAD3 inh = qHTS for Inhibitors of TGF-b; 1.2% of 410,000 active; AID 588855, 2011; HepG2 CAGA-GFP TGF-b/SMAD3 reporter, GFP fluorescence, 18 h; TGF-beta stimulated, 500 pg/mL final; Potency, µM (highest dose often 46.1 µM), without a hit: at the top dose activity, negative = inhibition, usual class: inhibitors; also: potency is read from the fitted curve at half-maximal effect; % is scaled to controls: 0 for no effect and ±100 for the full control effect; nearly all actives have a fitted effect of over 65% in size
#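 Read-out: total well GFP (ex488/em500-530) summed from mean per-cell fluorescence. Cells: HEPG2 CAGA-GFP, 1% FBS DMEM, 18 h at 37 degrees C with 500 pg/mL final TGF-beta. Unstimulated wells served as the full-inhibition control; stimulated DMSO wells = 0%.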
# Akt phos inh = HTS Assay for Inhibitors of Akt Phophorylation: Primary Screen. Neuro2A IGF-stimulated pAkt S473 HTRF, 20 min; active compounds read low. activity change, % for hits at 50 µM. 0.32% of 360,000 active. AID 651550, 2012; in the data active = activity change below about -80%; inconclusive = mostly about -51% to -80%; also: % is scaled to controls: 0 for no effect and ±100 for the full control effect
#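 Neuro2A cells in DMEM with 0.5% FBS, overnight at 37 deg C, given compound at single 50 µM final, then IGF (6 nM final) for 20 min at 37 deg C. Lysed; phospho-Akt Ser473 by HTRF after 24 h, 665/615 ratio.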
# Mm-Cpn inhibitor = Inhibitors of TCP-1 ring complex (TRiC) of Methanococcus maripaludis (MmCpn): qHTS; Chaperonin Mm-Cpn (Methanococcus maripaludis); purified Mm-Cpn ATPase, ADP Transcreener TR-FRET; Potency, µM (titrated, usually from 76.9 µM), for the others: top-dose activity, negative = inhibition, actives largely listed as inhibitors; 0.031% of 330,000 active; also: potency is read from the fitted curve at half-maximal effect; % is scaled to controls: 0 for no effect and ±100 for the full control effect; nearly all actives have a fitted effect of over 80% in size
#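 ATPase read-out: TR-FRET ADP immunoassay (anti-ADP Eu cryptate vs ADP-d2), ex 320 nm, em 590/665 nm; signal drops as ADP forms. Enzyme 25 nM, ATP 10 uM, 30 min at 37°C after 10 min compound preincubation.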
# Nrf2 inh = Nrf2 qHTS screen for inhibitors; 2.1% of 360,000 active; Potency, µM (titrated, usually from 46 µM), for inactives: top-dose activity change, negative = inhibition, most hits filed as inhibitors; A549 ARE-Fluc reporter, luciferase luminescence, 18-24 h; also: potency is read from the fitted curve at half-maximal effect; % is scaled to controls: 0 for no effect and ±100 for the full control effect; nearly all actives have a fitted effect of over 60% in size
#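 A549 ARE_Fluc cells, 5000/well, 5% FBS OPTI-MEM; compounds in dose-response, 18-24 h at 37 °C/5% CO2; CellTiter-Fluor viability read (Ex 405/Em 525), then BugLite luciferase luminescence = Nrf2 activity.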
# ATXN viability = Viability Counterscreen for Primary qHTS for Inhibitors of ATXN expression. S2 cells (HEK-293 line with an ATXN2-luciferase reporter) viability, CellTiter-Fluor protease fluorescence, 24 h. Potency, µM (titrated, usually from 56.7 µM), hits mostly cytotoxic. 0.49% of 400,000 active; also: potency is read from the fitted curve at half-maximal effect; nearly all actives have a fitted effect of over 40% in size
# CCT chaperon mod = High-Throughput Screening for Modulators of Cytosolic Chaperonin Activity. activity change, % (concentration not given with the values), hits read low. 0.3% of 360,000 active. purified chaperonin ATPase assay, HTRF ADP detection, 30 min; in the data active = activity change below about -30%; also: % is scaled to controls: 0 for no effect and ±100 for the full control effect
#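 ATPase activity: ADP formed was measured by HTRF Transcreener (665/615 nm ratio) after 30 min at 37 deg C with 10 uM ATP. Compounds screened at one 76 uM concentration against 40 or 20 nM TRiC in Tris pH 7.4/KCl/MgCl2/DTT buffer.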
# HepG2 viability = qHTS for Inhibitors of TGF-b: Cytotox Counterscreen; AID 588856, 2011; Potency, µM (series often up to 46.1 µM), without a hit: top-dose activity change, negative = cytotoxicity, actives largely listed as cytotoxic; 0.76% of 410,000 active; HepG2 CAGA-GFP viability, ATP luminescence, 18 h; also: potency is read from the fitted curve at half-maximal effect; some results filed as inactive show a strong effect at the top dose
#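 HepG2 CAGA-GFP cells (1000/well, DMEM with 1% FBS) received compound, then TGF-beta at 500 pg/mL final, and were incubated 18 hours at 37 degrees C. Viability was read by CellTiter-Glo luminescence. Media-only wells were set as complete cell-killing and DMSO as no toxicity.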
# Numbers without * were called inactive; i = inactive; ? = inconclusive; . = not tested or not shown; & = joins results of further samples; [ ] = dose if it differs, or a comment. Unless noted, calls follow the shape of the dose curve; as a rule, active = well fitted curve in the direction sought with a large enough effect; inconclusive = small, poorly fitted or top-dose-only effect, or another doubt; inactive = no such curve, though single readings can be large; an effect the other way counts as inactive or inconclusive.
mol	TGFb SMAD3 inh	Nrf2 inh	ATXN viability	Akt phos inh	Nrf2 ARE act	A549 viability	CCT chaperon mod	Mm-Cpn inhibitor	HepG2 viability
CC(CCc1ccc(O)cc1)NCCC(c1ccccc1)c1ccccc1 (centres undefined)	?	2%	?	i	3.1%	0%	0.6	-2%	-88%
CCOC(=O)c1ccc(NC(=O)CC2S/C(=N/N=C/c3c[nH]c4ccccc34)NC2=O)cc1 (centres undefined)	-23%	-4%	?	i	4.1%	1%	-1.1	-1%	-28%
COc1ccc(Oc2nccc(OC)c2C#N)cc1	23%	12%	i	i	0.8%	-4%	2.2	-1%	-2%
Cc1cc(N2CCN(C(c3ccnc4ccccc34)c3nnnn3-c3c(C)cccc3C)CC2)c2ccccc2n1 (centres undefined)	.	.	?	i	5.4%	.	0.5	.	.
CCOc1cc(/C=C2\SC(=Nc3ccccc3)N(c3ccccc3)C2=O)ccc1OCC(=O)O	28%	-4%	i	i	1.8%	-2%	-1.1	1%	10%
CC1=C(C(=O)Nc2ccccc2)C(c2ccncc2)n2nnnc2N1 (centres undefined)	-14%	-1%	i	i	-0.8%	-3%	-1.7	1%	-22%
CC1(c2ccc3c(c2)OCCO3)NC(=O)N(CC(=O)Nc2ccccc2SCC#N)C1=O (centres undefined)	5%	8%	i	i	1.0%	-6%	-1.3	2%	0%
Cc1ccc(S(=O)(=O)c2c(N)n(NC(=O)c3ccccc3C)c3nc4ccccc4nc23)cc1	?	?	i	i	0.6%	-21%	-1.0	-2%	-12%
O=C(NC1CC(=O)N(c2ccccc2)C1)c1cc2ccccc2o1 (centres undefined)	31%[activator]	.	.	.	-1.2%	-1%	.	.	4%
COc1ccc(NC(=O)CS(=O)c2ccc(Br)cc2)cc1 (centres undefined)	3%	-16%	i	i	-0.1%	-1%	0.5	1%	12%
CCCCOc1ccc(-c2nnn(CC(=O)Nc3ncc(CC(=O)OCC)s3)n2)cc1	?	?	i	i	0.6%	?	-0.4	2%	-47%
O=CNCCc1nc2ccccc2n1CCc1ccccc1	-1%	5%	i	i	-0.2%	-12%	-1.5	2%	9%
Cc1ccc(C)c(NC(=O)n2ncc3cc(Cl)ccc32)c1	35%[activator]	-17%	i	.	15%	-1%	.	.	12%
CC[C@]12c3[nH]c4ccccc4c3CCN1C(=O)C(CC(=O)NCc1cccc(C(F)(F)F)c1)C[C@@H]2C(=O)N1CCN(C(=O)c2ccco2)CC1 (some centres undefined)	-26%	-4%	?	i	5.8%	6%	-4.3	-8%	-35%
Cc1ccc(CN2C(=O)C(CC(C)C)Nc3ncnc(N4CCN(c5ccccc5)CC4)c32)cc1 (centres undefined)	?	-24%	i	i	5.9%&4.0%	-8%	-1.5&1.1	0%	-21%&-33%
CCCCNC(=O)COC(=O)c1cc(S(=O)(=O)N2CCCCCC2)ccc1OC	4%	7%	i	i	0.3%	6%	0.1	0%	-26%
COc1ccc(CN2C(=O)CCC2(C)c2nnnn2-c2ccc3c(c2)OCCO3)cc1 (centres undefined)	.	.	i	i	-0.2%	.	-2.1	.	.
Cc1cc(C(=O)NNC(=O)c2cccc(Cl)c2)no1	-1%	13%	i	i	-1.1%	9%	-0.6	3%	2%
Cc1nc(N)[nH]c(=O)c1CCCNc1ccc(CCC2(CCl)OCCO2)cc1	24%	?	i	i	3.9%	-1%	1.1	.	-6%
FC(F)(F)c1nnc2c(Sc3ccccn3)nc3ccccc3n12	?	11%	?	i	?	-14%	-2.4	-3%	-23%
CCN(CCNC(=O)C1CCCN(S(=O)(=O)c2cnc[nH]2)C1)c1ccccc1 (centres undefined)	-12%	30%	i	i	0.0%	7%	-1.0	3%	-2%
COc1ccc(-c2cc(C(=O)Oc3ccc(C)c(C)c3)c3ccccc3n2)cc1	2%	-23%	.	.	-0.2%	9%	.	.	0%
CCc1ccccc1Nc1nc2ccccc2[nH]1	-29%	15µM*	i	i	0.0%	-1%	1.2	.	-6%
Oc1ccccc1/C=N/Nc1ccnc(SCc2ccccc2)n1	-3%	7%	i	i	6.2%	-6%	-0.9	-5%	-18%
S=C(NCCCN1CCOCC1)NC1CCCC1	5%	13%	i	i	-0.5%	0%	-3.8	1%	4%

# Quoted from the listing:
# Reading for `CC1=C(C(=O)Nc2ccccc2)C(c2ccncc2)n2nnnc2N1` (centres undefined) under CCT chaperon mod: -1.7
# Reading for `Cc1cc(C(=O)NNC(=O)c2cccc(Cl)c2)no1` under Nrf2 ARE act: -1.1%
# Reading for `Cc1ccc(CN2C(=O)C(CC(C)C)Nc3ncnc(N4CCN(c5ccccc5)CC4)c32)cc1` (centres undefined) under CCT chaperon mod: -1.5&1.1

# Back to the main list with the two entries that preceded the break.
mol	TGFb SMAD3 inh	Nrf2 inh	ATXN viability	Akt phos inh	Nrf2 ARE act	A549 viability	CCT chaperon mod	Mm-Cpn inhibitor	HepG2 viability
Oc1ccccc1/C=N/Nc1ccnc(SCc2ccccc2)n1	-3%	7%	i	i	6.2%	-6%	-0.9	-5%	-18%
S=C(NCCCN1CCOCC1)NC1CCCC1	5%	13%	i	i	-0.5%	0%	-3.8	1%	4%
OC(COc1ccc(Cl)cc1)CN1CCC(Cc2ccccc2)CC1 (centres undefined)	?	12%	i	i	3.6%	-12%	0.6	1%	-42%
O=C(O)c1c2c(nc3ccc(S(=O)(=O)N4CCC(C(=O)NC5CCCC5)CC4)cc13)CCCCC2	11%	-10%	i	i	-1.1%	0%	-2.5	-2%	8%
Cc1ccc(CN2CCSc3ccc(C(=O)NCc4ccc(OC(C)C)cc4)cc32)cc1	.	?	.	.	-0.2%	-15%	.	.	-34%
COc1ccccc1OC(C)C(=O)Nc1ccccc1C(=O)NCC1CCCO1 (centres undefined)	14%	2%	i	i	0.4%	0%	0.6	-3%	-26%
Cc1ccc(-n2cc(CNCCc3ncc(C)[nH]3)c(-c3ccc(F)cc3)n2)cc1	?	18%	?	i	-0.2%	?	0.6	4%	-102%
Clc1cccc(-n2ncc3c(N4CCC(Cc5ccccc5)CC4)ncnc32)c1	6%	.	i	.	0.9%	?	.	.	10%
Cc1ccc(OC(=O)c2ccc(C)c(C)c2)cn1	-4%	-16%	i	i	0.3%	-8%	-1.0	0%	-5%
O=c1oc2c(CN3CCOCC3)c(O)ccc2c2ccccc12	-1%	?	i	i	4.6%	-1%	-1.1	-11%	-5%
CCOC(=O)C1CCN(Cc2ccc(N(C)C)cc2)CC1	-1%	-12%	i	i	-0.7%	-5%	-0.1	-1%	4%
COc1ccc(NC(=O)CC2NCCNC2=O)c(OC)c1 (centres undefined)	-7%	2%	i	.	0.0%	-5%	.	.	-13%
O=C(NCCCn1ccnc1)/C(=C/c1ccc(F)cc1)NC(=O)c1ccccc1	3%	-1%	i	i	0.3%	2%	-0.4	1%	17%
O=C(O)CCCCCNc1nc2ncn(Cc3ccccc3)c2c(=O)[nH]1	-6%	5%	i	i	-0.1%	-4%	-1.9	4%	-4%
C/C(CCc1ccc2c(c1)OCO2)=N\N=C1\NC(=O)CC(C(=O)Nc2ccccc2F)S1 (centres undefined)	2%	-5%	i	i	2.9%	-1%	1.3	0%	-14%
COc1ccc(-n2ncc3c(N4CCN(c5cccc(C)c5)C(C)C4)ncnc32)cc1 (centres undefined)	?	.	?	.	-0.6%	?	.	.	-1%
O=C1[C@H](Oc2ccccc2)[C@@H](c2ccncc2)N1c1ccncc1	-8%	10%	i	i	-0.5%	-2%	-0.4	-1%	-3%
Cc1sc(NC(=O)C2c3ccccc3Oc3ccccc32)c(C(=O)OC(C)C)c1C	0%	8%	i	.	-1.0%	1%	.	.	-3%
CN(C)S(=O)(=O)c1ccc(C(=O)Nc2ccc3c(c2)CCC3)cc1	?	-29%	?	i	11%	13%	1.7	3%	-24%
O=C(C[n+]1ccccc1)N/N=C/c1cc(Br)cc(Br)c1O	-26%	?	.	i	-1.5%	1%	-2.9	4%	3%
CCOC(=O)Oc1ccc2oc(=O)cc(C)c2c1	13%	1%	i	i	0.6%	-8%	1.2	0%	-11%
O=C(CN(Cc1ccccc1)C(=O)c1cccc([N+](=O)[O-])c1)Nc1c(Cl)cc(Cl)cc1Cl	11%	-14%	?	i	-0.6%	-3%	3.5	3%	-51%
O=S(=O)(c1ccc(Cl)cc1)N1CCC2(CC1)CO2	7%	23%	i	i	7.1%	-1%	-0.4	1%	6%
COc1ccc(CCN2CC3=C(C2=O)C(c2ccccc2)NC(=O)N3C)cc1OC (centres undefined)	10%	-11%	i	i	-0.2%	5%	-1.4	0%	-13%
Cc1cc(C)nc(-n2nc(C)c3c(C(F)(F)F)cc(=O)[nH]c32)n1	-10%	11%	i	i	2.0%	-6%	0.0	0%	-24%
O=C(O)c1ccccc1P(=O)(c1ccccc1)c1ccccc1	14%	14%	i	i	-0.6%	1%	-4.8	-3%	3%
CC1CCCN(C(=O)c2cc(F)c(F)cc2Cl)C1 (centres undefined)	-12%	.	i	i	-0.3%	-1%	-0.3	-4%	-11%
NC(=O)c1ccc(NCc2ccco2)c([N+](=O)[O-])c1	-1%	.	i	i	?	-4%	-2.8	-4%	-89%
